# Source: PubChem
# S2 tox: reduces viability in counter-screen for ATXN expression inhibitors; S2 cells (HEK-293 line with an ATXN2-luciferase reporter) viability, CellTiter-Fluor protease fluorescence, 24 h; Potency, µM (highest dose often 56.7 µM), hits mostly cytotoxic; 0.49% of 400,000 active; further: potency means the concentration at half of the fitted maximal effect; nearly all actives have a fitted effect of over 40% in size
# HepG2 viability: HepG2 cytotoxicity, counter-screen for TGF-b inhibitors; Potency, µM (series often up to 46.1 µM), for the others: at the highest dose activity change, negative = cytotoxicity, actives largely listed as cytotoxic; HepG2 CAGA-GFP viability, ATP luminescence, 18 h; 0.76% of 410,000 active; further: potency means the concentration at half of the fitted maximal effect; some results filed as inactive show a strong effect at the top dose
#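 HepG2 CAGA-GFP cells (1000/well, DMEM with 1% FBS) received compound, then TGF-beta at 500 pg/mL final, and were incubated 18 hours at 37 degrees C. Viability was read by CellTiter-Glo luminescence. Media-only wells were set as complete cell-killing and DMSO as no toxicity.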
# Nrf2 inh: Nrf2 pathway inhibition | A549 ARE-Fluc reporter, luciferase luminescence, 18-24 h | Potency, µM (series often up to 46 µM), inactives show at the highest dose activity change, negative = inhibition, hits mostly inhibitors | 2.1% of 360,000 active | AID 504444; further: potency means the concentration at half of the fitted maximal effect; on the % scale 0 is the no-effect control and ±100 the full control effect; nearly all actives have a fitted effect of over 60% in size
#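 Cells were seeded and rested 2 h, then exposed to compounds for 18-24 h. CellTiter-Fluor was read first as a viability measure. BugLite was added 15 min before the final luminescent read of ARE-luciferase activity in A549 cells.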
# ATXN2 expr inh: ATXN2 expression inhibition. HEK-293 ATXN2-luciferase reporter, luminescence, 24 h. Potency, µM (series often up to 57 µM), without a hit: top-dose activity change, negative = inhibition, usual class: inhibitors. 0.72% of 360,000 active; further: potency means the concentration at half of the fitted maximal effect; on the % scale 0 is the no-effect control and ±100 the full control effect; nearly all actives have a fitted effect of over 55% in size
#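 ATXN2-luciferase reporter cells (luciferase flanked by upstream and downstream ATXN2 gene portions) were treated 24 h at 37 °C with compounds at up to 57 uM. SteadyGlo luminescence gave expression; GF-AFC fluorescence gave viability.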
# Nrf2 ARE act: activators of Nrf2 (ARE) signaling. AREc32 ARE-luciferase reporter (MCF7-derived line), luminescence, 24 h. Potency, µM (highest dose often 46.1 µM), for inactives: top-dose activation, hits mostly activators. 0.31% of 410,000 active; further: potency means the concentration at half of the fitted maximal effect; % of control where 0% means no effect; nearly all actives have a fitted effect of over 65% in size
#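 ARE-driven firefly luciferase activity in AREc32 cells measured after a 24 hr compound exposure at 37 deg C, using Steady-Glo reagent and a 30 min room-temperature hold.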
# A549 viability: kills or reduces viability of A549 cells in Nrf2 counter-screen; A549 ARE-Fluc cells, CellTiter-Fluor viability, 18-24 h; Potency, µM (titrated, usually from 46 µM), for the others: at the highest dose activity change, negative = cytotoxicity, actives largely listed as inhibitors; 0.16% of 390,000 active; further: potency means the concentration at half of the fitted maximal effect; on the % scale 0 is the no-effect control and ±100 the full control effect
#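 Cytotoxicity counterscreen: CellTiter-Fluor fluorescence was measured in A549 ARE_Fluc cells after 18-24 h of compound exposure in a concentration series. The subsequent BugLite luminescent read reports ARE-luciferase activity.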
# IL-1B inflam inh: inhibitors of inflammasome signaling (IL-1 beta secretion) | 4.7% of 360,000 active | THP-1 LPS/ATP IL-1B secretion, AlphaLISA, 16 h; hits give low values | activity change, % at 57.5 µM; in the data active means activity change below about -50%; inconclusive means mostly about -30% to -49%; further: on the % scale 0 is the no-effect control and ±100 the full control effect
#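 THP-1 cells pretreated 1 hr with compounds (up to 57.5 uM final), then stimulated with LPS (250 ng/mL final) plus ATP (1.25 mM final); secreted IL-1B measured by AlphaLISA after 16 hr, decreased signal indicating inhibition.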
# MCF10A rereplic: inducers of DNA re-replication in MCF 10A breast cells. MCF 10A DNA re-replication, Hoechst nuclear intensity, 48 h. 2.9% of 350,000 active. Potency, µM (highest dose often 46.1 µM), for the others: at the highest dose activity, positive = re-replication, most hits filed as activators; further: potency means the concentration at half of the fitted maximal effect; % of control where 0% means no effect; nearly all actives have a fitted effect of over 50% in size
# TGFb inhibitor: inhibitors of TGF-b signaling; HepG2 CAGA-GFP TGF-b/SMAD3 reporter, GFP fluorescence, 18 h; TGF-beta stimulated, 500 pg/mL final; Potency, µM (doses to about 46.1 µM), inactives show at the top dose activity, negative = inhibition, actives largely listed as inhibitors; 1.2% of 410,000 active; AID 588855; further: potency means the concentration at half of the fitted maximal effect; on the % scale 0 is the no-effect control and ±100 the full control effect; nearly all actives have a fitted effect of over 65% in size
#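 Per well, imaged GFP fluorescence of HEPG2 CAGA-GFP cells gives the signal; cells get compound, then TGF-beta (500 pg/mL final), 18 h at 37 degrees C; %Activity versus -TGF-beta and +DMSO controls.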
# An asterisk follows results filed as active; i = inactive; ? = inconclusive; . = no result given; [ ] = remark or other dose. Unless noted, the call rests on the fitted dose curve; in most records, active means well fitted curve in the direction sought with a large enough effect; inconclusive means small, poorly fitted or top-dose-only effect, or another doubt; inactive means no such curve, though single readings can be large; an effect the other way counts as inactive or inconclusive.
SMILES,S2 tox,HepG2 viability,Nrf2 inh,ATXN2 expr inh,Nrf2 ARE act,A549 viability,IL-1B inflam inh,MCF10A rereplic,TGFb inhibitor
O=C(O)CSc1ncn[nH]1,i,17%,.,4%,-1.5%,-6%,7,-2%,18%
COc1ccc2[nH]c3c(=O)n(CCCN4CCOCC4)cnc3c2c1,i,-43%,-16%,.,0.7%,5%,-11,19%,-4%
Cc1cn(C2OC(COC(=O)c3ccccc3)C(O)C2O)c(=O)[nH]c1=O (stereo unspecified),i,9%,9%,-4%,0.1%,6%,15,-18%,-1%
CCOc1cc(N2CCOCC2)c(OCC)cc1NC(=O)C(C)C,i,-9%,8%,-14%,-0.5%,1%,14,3%,0%
COC(=O)CC(=O)CSc1nc(C)cc(C)c1C#N,i,1%,12%,-4%,0.0%,1%,40,?,-6%
CSCCC(NC(=O)COc1ccccc1)C(=O)N1CCN(c2ccccc2F)CC1 (stereo unspecified),i,-5%,3%,1%,-0.5%,9%[1.84 µM],0,-5%,2%
CCOC(=O)N=Nc1c(O)n(CC)c2ccccc12,i,-10%,-9%,-4%,4.5%,3%,-9,-2%,-4%
CCn1c(=O)c2cc(C(=O)NCCc3ccc(Cl)cc3)sc2c2ccccc21,i,4%,?,8%,0.6%,1%,.,.,-44%
Cc1c(C(=O)N2CCCC2)oc2c1-c1nn(CC(=O)NC(C)c3ccccc3)cc1CC2 (stereo unspecified),.,-7%,18µM*,.,0.6%,-4%,.,.,?
COc1cc(/C=N/NC(=O)CNc2n[nH]c(=O)[nH]c2=O)ccc1OCc1ccccc1,i,-9%,2%,21%,-0.4%,1%,32,-5%,-10%
CN(C)C(C)(C)/C=C/C(O)(c1ccccc1)c1ccccc1,?,1%,3%,-4%,-0.4%,0%,-15,-2%,29%
O=C(CCn1cnc2ccccc21)N/N=C/c1ccccc1O,i,-34%,2%,?,-1.6%,-1%,253,?,-13%
CCNc1nc(NCC)n2c(SCC(=O)Nc3ccccc3)nnc2n1,?,-33%,-5%,-3%,1.5%,-9%,-4,0%,-1%
Cc1ccc(C2=Nc3ccccc3N(CC(=O)NCc3ccccc3Cl)C(=O)C2)cc1C,i,-26%,-22%,23%,4.1%,2%,.,.,?
CN(CC(=O)Nc1ccc(N2CCOCC2)cc1)C(=O)c1cc2c(s1)CCCC2,i,4%,?,.,0.3%,-7%,-2,3%,-1%
Cc1ccc(CN(C)C(=O)C2CCC(=O)N(C3CCCCCC3)C2)cc1 (stereo unspecified),i,-24%,1%,6%,-0.4%,-1%,-13,?,?
CCc1ccc(-n2c(=O)c3cccnc3n2CC(=O)N(CC)c2cccc(C)c2)cc1,.,-98%,?,.,-3.5%,0%,.,.,?
COc1ccc(S(=O)(=O)N(C)CC(=O)N2CCCCCC2)cc1OC,i,19%,5%,-6%,-0.5%,1%,-5,0%,18%
COc1ccc(C(=O)Nc2ccccc2N2CCOCC2)cc1S(=O)(=O)N1CCOCC1,.,-13%,-10%,.,-1.4%,3%,0,-2%,-12%
O=C(O)CCN1C(=O)/C(=C\c2ccc(OCc3ccccc3)c(OCc3ccccc3)c2)SC1=S,i,9%,-13%,-15%,0.2%,-8%,?,8%,-2%
COC(=O)c1c(N2C(=O)CC(Sc3ncccc3C(=O)O)C2=O)sc(C)c1C (stereo unspecified),i,-6%,9%,1%,0.1%,1%,24,?,14%
Cc1ccc(NS(=O)(=O)c2ccc3[nH]c4c(c3c2)CCCCCC4)cc1C,?,-116%,?,-33%,-2.7%,-9%,.,.,?
Fc1ccc2cnc(-c3ccccc3)c(-c3cccc(C(F)(F)F)c3)c2c1,i,-19%,9%,-4%,15%,14%,26,?,?
S=C(NCc1ccco1)Nc1ccc(Cl)cn1,i,-16%,-6%,10%,?,4%,16,1%,-23%
CCn1cc(C(=O)NN)c(=O)c2cc(F)c(N3CCOCC3)cc21,i,1%,0%,11%,-0.4%,0%,8,-9%,?
COc1cc(NC(=O)c2c(F)c(F)c(OC)c(F)c2F)ccc1NC(=O)c1cccs1,i,-10%,?,-11%,-0.1%,0%,0,17%,14%
Cc1cc2cc(CNS(=O)(=O)c3ccccc3)ccc2n1C,?,-4%,-8%,-10%,-1.5%,-15%,7,2%,11%
COC(=O)c1cc(S(=O)(=O)Nc2nn(C)c3cccc(F)c23)oc1C,i,-9%,4%,-11%,-0.4%,1%,2,1%,17%
CC(C)(C)OC(=O)C[C@H]1C/C=C\C[C@@H](CC(=O)N(CCO)Cc2ccccc2)C(=O)NC[C@@H](c2ccccc2)OC1=O,?,-8%,10%,2%,4.9%,-9%,-8,8%,?
Cc1ccc(COc2coc(CN3CCN(C(=O)c4ccco4)CC3)cc2=O)cc1,?,-2%,?,3%,0.2%,10%,-7,-10%,-1%
CCCOc1ccc(OCCNC2CCCC2)cc1,i,10%,28%,13%,2.9%,11%,-5,?,6%
S=C(c1ccc(-c2ccc(Cl)cc2)o1)N1CCCCC1,i,-12%,?,55%[activator],-0.2%,-11%,-52*,1%,-5%
COc1cccc(C(=O)NCC(c2cccnc2)N2CCN(c3ccccc3OC)CC2)c1 (stereo unspecified),?,-34%,?,0%,2.7%,-19%,33,11%,-8%
O=C1c2ccccc2C(Nc2ccccc2F)N1c1cccnc1 (stereo unspecified),i,-44%,-13%,1%,2.8%,4%,4,1%,?
O=C(CCNS(=O)(=O)c1ccc(OC(F)(F)F)cc1)N1CCCC1,i,-2%,7%,5%,-0.4%,3%,19,0%,?
CCCC1CCc2c(sc(NC(=O)OCC)c2C#N)C1 (stereo unspecified),i,-10%,-17%,-2%,2.5%,-5%,?,?,12%
O=C(Cn1c(=O)oc2cc(S(=O)(=O)N3CCCCC3)ccc21)N1CCc2ccccc21,i,-21%,16%,-5%,-0.2%,-4%,10,1%,-5%
CC(C)(C)C(=O)Nc1ccc(C(=O)N/N=C/C2CC3C=CC2C3)cc1 (stereo unspecified),i,-7%,-1%,-14%,-0.3%,1%,-2,14%,1%
Cc1ccc(Cn2nnc3c(=O)[nH]c(C4CCN(C(=O)c5cccs5)CC4)nc32)cc1,i,-9%,.,-16%,0.2%,3%,-6,-5%,-5%
COc1ccc(NC(=O)N(C)C[C@H]2Oc3ccc(NS(=O)(=O)c4cccs4)cc3C(=O)N([C@@H](C)CO)C[C@@H]2C)cc1,i,-4%,3%,-3%,0.0%,5%,-10,13%,-4%

# Only TGFb inhibitor (4 entries from above):
structure,TGFb inhibitor
COC(=O)c1c(N2C(=O)CC(Sc3ncccc3C(=O)O)C2=O)sc(C)c1C (stereo unspecified),14%
Cc1ccc(NS(=O)(=O)c2ccc3[nH]c4c(c3c2)CCCCCC4)cc1C,?
COc1ccc(C(=O)Nc2ccccc2N2CCOCC2)cc1S(=O)(=O)N1CCOCC1,-12%
COC(=O)c1cc(S(=O)(=O)Nc2nn(C)c3cccc(F)c23)oc1C,17%

# (cont.)
SMILES,S2 tox,HepG2 viability,Nrf2 inh,ATXN2 expr inh,Nrf2 ARE act,A549 viability,IL-1B inflam inh,MCF10A rereplic,TGFb inhibitor
COc1cc(/C=C/C(=O)O)cc(S(=O)(=O)NCC2CCCO2)c1OC (stereo unspecified),i,-22%,7%,4%,-0.2%,-1%,22,-7%,-14%
COc1ccccc1-n1cnc2cc(NCc3ccccc3O)ccc21,i,0%,4%,7%,-0.4%,-2%,2,?,?
Cc1nc2cccnc2n1C1CCN(C(=O)Nc2ccc(Cl)cc2)CC1,i,-22%,.,15%,7.4%,-15%,.,.,-2%
Cc1ccc(C)c(S(=O)(=O)N2CCCOC2CNC(=O)C(=O)NCCC2=CCCCC2)c1 (stereo unspecified),i,-40%,?,-9%,4.1%,0%,0,2%,-17%
CC1(C(=O)NS(=O)(=O)c2ccc(F)cc2F)CCN1C(=O)C1(c2ccc(Cl)cc2)CC1 (stereo unspecified),i,3%,.,15%,0.3%,.,0,.,-9%
CC(C(c1cccs1)c1c(N)n(C)c(=O)n(C)c1=O)[N+](=O)[O-] (stereo unspecified),i,-26%,-10%,.,19%,-6%,-21,26%,0%
CCOC(=O)c1cc(CC)sc1NC(=O)CC1Sc2ccc(C(F)(F)F)cc2NC1=O (stereo unspecified),i,-3%,7%,-30%,0.1%,5%,-7,1%,5%
O=C1CC(c2ccccc2)CC(O)=C1C=NCCN1CCN(Cc2ccccc2)CC1 (stereo unspecified),i,-33%,-23%,-16%,0.1%,1%,10,12%,6%
Cc1cc(C)cc(NC(=O)c2nnn(Cc3cc(C)ccc3C)c2N)c1,?,-25%,?,?,0.0%,-15%,0,-2%,?
FC(F)(F)c1cccc(NC(=S)N2CCN(c3ccccn3)CC2)c1,i,-3%,-6%,-23%,-0.6%,-1%,18,0%,?
COc1ccc(C(=O)Nc2ccc(N3CCOCC3)cc2)cc1S(=O)(=O)N1CCOCC1,i,11%,-4%,7%,0.3%,1%,9,1%,-24%
CCOC(=O)C1CCN(C(=O)Nc2ccc3nc(-c4ccco4)c(-c4ccco4)nc3c2)CC1,.,-2%,-10%,3%,12%,?,-11,?,?
COc1cccc(N2CCN(c3ccc4nnc(CCC(=O)Nc5ccccn5)n4n3)CC2)c1,i,-1%,20%,3%,-0.6%,6%,-3,2%,15%
CSc1nc2ccc(NC(=O)COc3ccccc3F)cc2s1,i,-18%,27%,.,5.3%,11%,26,24%,2%
CCCCN(CCCC)CCCNC(=O)c1cc(-c2ccc(Cl)s2)nc2ccccc12,i,-25%,17%,-25%,7.6%,20%,.,.,?
CCOC(=O)[C@@H]1[C@H]2COc3ccc(Br)cc3[C@H]2N2C(=O)N(c3ccc(OC)cc3)C(=O)[C@]12C,i,-1%,-11%,-7%,0.1%,-4%,3,26%,-1%
